High-throughput results (PubChem BioAssay)
Mtb RmlCD inh = M. tuberculosis RmlC/RmlD inhibition. P9WH09+P9WH11. RmlC+RmlD coupled enzyme assay, percent inhibition; primary screen in compound mixtures. inhibition, % at 3.6 µM. 0.03% of 160,000 active. AID 1533; in the data active = inhibition mostly above about 34%, no sharp cut-off; note: some results filed as inactive read as strong as hits
Target sequence (P9WH09 whole entry, looked up): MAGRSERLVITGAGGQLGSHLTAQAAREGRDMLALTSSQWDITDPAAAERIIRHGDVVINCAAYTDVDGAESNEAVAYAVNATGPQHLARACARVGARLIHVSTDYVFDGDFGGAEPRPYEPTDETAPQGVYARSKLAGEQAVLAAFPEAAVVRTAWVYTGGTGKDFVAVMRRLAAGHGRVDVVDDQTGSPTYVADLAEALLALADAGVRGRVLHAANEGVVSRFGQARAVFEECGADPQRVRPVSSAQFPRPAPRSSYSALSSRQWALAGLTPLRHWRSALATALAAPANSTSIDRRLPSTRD
Target sequence (P9WH11 whole entry, looked up): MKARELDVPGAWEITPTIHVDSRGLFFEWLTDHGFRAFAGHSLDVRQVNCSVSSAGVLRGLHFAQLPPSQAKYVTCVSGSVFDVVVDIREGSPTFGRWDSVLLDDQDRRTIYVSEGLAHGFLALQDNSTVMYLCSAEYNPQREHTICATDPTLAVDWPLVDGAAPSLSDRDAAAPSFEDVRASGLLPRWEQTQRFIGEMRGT
GlmU inhibition = inhibition of mycobacterial GlmU enzyme – biochemical, glucosamine-1-phosphate acetyltransferase (AID 1376); M. tuberculosis GlmU acetyltransferase enzyme assay; higher % means a stronger effect; one-dose inhibition, %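 (tested at 30 µM in the primary screen)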; IC50 in µM for titrated hits; 0.25% of 220,000 active; in the data active = inhibition above about 13%;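 note: 0% = complete reaction with vehicle and 100% = reaction without substrate; strong numbers were not always called active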
The depositor's hits bear a star; · = no result given. Not all compounds are listed; the hit share may differ from the screen's.

The first 5 records as a preview:
Each structure is followed by: Mtb RmlCD inh, GlmU inhibition
> COc1ccc(Nc2nc(N)nc(CSc3n[nH]c(-c4ccccc4)n3)n2)cc1
 : -28, 2.8%
> CNC(=O)C(=O)NCCN1CCN(C(=O)c2ccc([N+](=O)[O-])cc2)CC1
 : 2, -4.9%
> Cc1cc(C)c2cc(C(=O)N(C)C3CCN(C)CC3)[nH]c2c1
 : 4, 2.4%
> CCC(=O)Nc1ccc(S(=O)(=O)Nc2ncccn2)cc1
 : -7, 0.5%
> CCCOc1ccc(N2CC(C(=O)NC3=NCCS3)CC2=O)cc1 (configuration not stated)
 : -6, ·

The whole of this part, from the first entry:
Each structure is followed by: Mtb RmlCD inh, GlmU inhibition
> COc1ccc(Nc2nc(N)nc(CSc3n[nH]c(-c4ccccc4)n3)n2)cc1
 : -28, 2.8%
> CNC(=O)C(=O)NCCN1CCN(C(=O)c2ccc([N+](=O)[O-])cc2)CC1
 : 2, -4.9%
> Cc1cc(C)c2cc(C(=O)N(C)C3CCN(C)CC3)[nH]c2c1
 : 4, 2.4%
> CCC(=O)Nc1ccc(S(=O)(=O)Nc2ncccn2)cc1
 : -7, 0.5%
> CCCOc1ccc(N2CC(C(=O)NC3=NCCS3)CC2=O)cc1 (configuration not stated)
 : -6, ·
> CCCCCCc1cc2cc(C(N)=O)c(=N)oc2cc1O
 : ·, 1.0%
> Cc1nc2nc[nH]n2c(=O)c1NC(=O)c1c(-c2ccccc2Cl)noc1C
 : 79, 1.9%
> CCCn1nnnc1NC(=O)COc1ccc(CC)cc1
 : 14, -0.2%
> COc1ccc(S(=O)(=O)N2CCCN(CC(=O)Nc3cc(NC(C)=O)ccc3OC)CC2)cc1
 : 15, -0.6%
> O=C(NCc1ccccn1)c1cc2ccccn2n1
 : 8, -4.2%
> CC(C)c1nc(N2CCCC2)c(C#N)c2c1CCCC2
 : ·, -4.2%
> CCN(CC)C(=O)Cn1cc(/C=C(\C#N)C(=O)N2CCN(c3ccccc3)CC2)c2ccccc21
 : 14, 3.7%
> CC1=C(C(=O)OC(C)C)C(c2cccs2)C2=C(CCCC2=O)N1 (configuration not stated)
 : ·, -0.9%
> CC(=O)Nc1ccc(NC(=S)NC(=O)c2ccc([N+](=O)[O-])c(C)c2)cc1
 : -9, -4.2%
> CCOC(=O)C1=C(C)N(C)C(=S)NC1c1ccc(Cl)cc1 (configuration not stated)
 : 6, -4.4%
> O=C(COC(=O)COc1ccc(Cl)cc1)NC1CCCCC1
 : ·, 6.3%
> N#CCCSCc1ccc(C(=O)O)o1
 : ·, 3.8%
> Cc1csc(SCC(=O)N2CCCC2)n1
 : 10, 0.6%
> CCOC(=O)c1c(C)[nH]c(C)c1C(=O)COC(=O)c1cccc(C)c1O
 : 18, 0.5%
> O=C(O)CCCn1cc(NC(=O)COc2ccccc2[N+](=O)[O-])cn1
 : -11, 0.3%
> O=C(CCN1CCOCC1)NNC(=S)NC(=O)c1ccc(Br)cc1
 : 18, -4.3%
> O=C1Nc2cccnc2Sc2ccccc21
 : 9, 1.6%
> COc1cc(OC)nc(NC(=O)COC(=O)C2CCCCC2)n1
 : ·, 5.3%
> CSc1cccc(NC(=S)N(CCCN2CCC(C)CC2)Cc2cccs2)c1
 : 6, -3.7%
> N/C(=N/O)c1ccccc1N1CCC(Cc2ccccc2)CC1
 : -1, -1.9%
> COc1ccc2c(c1)C=C(CN1CCN(C(C)C)C(CCO)C1)CO2 (configuration not stated)
 : 2, -0.6%
> CC(C)(C)C(=O)NCCc1nc2ccccc2n1CC(=O)c1ccccc1
 : ·, 3.3%
> COC(=O)c1ccc(C2CC(=O)Nc3cc(OC)c(OC)cc32)cc1 (configuration not stated)
 : ·, -0.3%
> Cc1cccc(C(=O)NCC(=O)OCC(=O)c2cc(C)n(CC3CCCO3)c2C)c1 (configuration not stated)
 : 6, -1.2%
> CCC1=NN2C(=N)/C(=C\c3ccc(SCc4ccco4)o3)C(=O)N=C2S1
 : ·, 4.7%
> Cc1c(N(C(=O)Nc2ccccc2)C2=NCC(C)S2)c(=O)n(-c2ccccc2)n1C (configuration not stated)
 : 5, -5.1%
> CC(C)NC(=O)C1CCN(C2CCN(Cc3ccc4cccc(F)c4n3)CC2)CC1
 : -4, -0.7%
> CCN(Cc1ccccc1)C(=O)COC(=O)c1cc(Cl)nc(Cl)c1
 : 6, -5.3%
> CC(Sc1nnc2ccccn12)C(N)=O (configuration not stated)
 : -19, -6.1%
> NS(=O)(=O)c1ccc(NC(=S)NCc2ccccc2)cc1
 : -5, 2.2%
> Cc1ccccc1CN(c1ccc(C(=O)N/N=C/c2ccc(OCC(N)=O)cc2)cc1)S(C)(=O)=O
 : ·, -3.1%
> Cc1cc(C)c(-c2csc(NC(=O)C3=NN(c4ccccc4)C(=O)CC3)n2)c(C)c1
 : -11, -0.3%
> COCCCn1nnnc1SCC(=O)Nc1nc(C)c(C)s1
 : -9, -4.2%
> Cc1cc(C)cc(NC2=CC(=O)CC(c3ccco3)C2)c1 (configuration not stated)
 : 2, 1.2%
> O=C(CSCc1ccccc1)Nc1ccc2c(c1)OCO2
 : ·, -4.9%
> COc1ccc(CNC(=O)Cc2c(C(=O)O)[nH]c3ccccc23)cc1
 : -8, 1.2%
> Cn1c(SCC(=O)N(C2CCCCC2)C2CCCCC2)nnc1-c1cccs1
 : ·, 0.1%
> Cn1c(Cn2c(C(F)(F)F)nc3ccccc32)nc2ccccc21
 : 43, -3.6%
> CCOC(=O)COc1nc(N(C)C)nc(N(C)C)n1
 : ·, -0.5%
> COc1ccc(NC(=O)CNC(=O)c2cccs2)cc1Cl
 : 21, 0.7%
> CCCSc1nc(=O)n2cc(C)ccc2n1
 : ·, 0.6%
> CCC(C)NC(C(=O)Nc1ccc(Cl)c([N+](=O)[O-])c1)c1ccccc1 (configuration not stated)
 : 26, 0.2%
> Cc1ncc(CN2CCN(C3CCCC3)C(CCO)C2)s1 (configuration not stated)
 : 7, -2.7%
> COc1ccc(-c2oc3cc(OC)c(O)c(OC)c3c(=O)c2OC)cc1O
 : 8, 5.2%
> CCC(C(=O)OCC(=O)Nc1cccc(S(=O)(=O)NC2=NCCCCC2)c1)c1ccccc1 (configuration not stated)
 : ·, 1.1%

(next part)
Each structure is followed by: Mtb RmlCD inh, GlmU inhibition
> C=CCn1c(NC(=O)c2ccccc2Cl)c(C#N)c2nc3ccccc3nc21
 : 16, 4.6%
> CC(C)c1cc(C(=O)N/N=C/C=C/c2ccccc2)n[nH]1
 : 5, -3.5%
> CCOCC(=O)Nc1nc2ccc(C)cc2s1
 : ·, -4.1%
> COc1cc(OC)cc(C(=O)NCC(=O)OCc2cc(=O)oc3cc(OC)ccc23)c1
 : -11, ·
> COc1ccc(N/C=C/C(=O)c2ccc(C)cc2)c([N+](=O)[O-])c1
 : ·, 0.5%
> Cc1cc(C)c2c(N)c(C(=O)N3CCCCCC3)sc2n1
 : ·, 2.2%
> COc1ccc(CNC(=O)c2sc3nc4c(c(C(F)(F)F)c3c2N)CCC4)cc1
 : 2, 6.8%
> NC(=O)CSc1nnc(-c2ccc([N+](=O)[O-])cc2)o1
 : -10, 2.2%
> Cc1cc(/C=C(/C#N)c2nc3ccccc3[nH]2)c(C)n1-c1cccc([N+](=O)[O-])c1
 : -24, -1.0%
> Cc1cccc(Nc2c(F)c(F)c(F)c(F)c2C(=O)O)c1
 : 2, -3.2%

Two entries drawn at random from the list so far, as already listed:
Each structure is followed by: Mtb RmlCD inh, GlmU inhibition
> COc1ccc(CNC(=O)Cc2c(C(=O)O)[nH]c3ccccc23)cc1
 : -8, 1.2%
> CSc1cccc(NC(=S)N(CCCN2CCC(C)CC2)Cc2cccs2)c1
 : 6, -3.7%

Continued:
Each structure is followed by: Mtb RmlCD inh, GlmU inhibition
> N#CCc1nc2ccc(S(=O)(=O)N3CCOCC3)cc2s1
 : 0, -2.6%
> COC(=O)C1=C(C)N(c2cccc(OC)c2)C(=O)/C1=C\c1ccco1
 : -15, 2.7%
> Cc1cc2cc(CNC(=O)c3ccc(S(=O)(=O)N4CCOCC4)cc3)ccc2n1C
 : 4, 2.9%
> COCC(C)NC(=O)c1noc2c1CCc1cc(OC)ccc1-2 (configuration not stated)
 : -1, -2.5%
> CC(=O)N(c1ccc2oc(=O)sc2c1)S(=O)(=O)c1ccccc1
 : 9, 7.2%
> CCCn1nnnc1SCC(=O)NCc1cccs1
 : 8, 5.5%
> CC(Cl)C(=O)Nc1ccccc1C#N (configuration not stated)
 : -5, -1.4%
> COc1ccccc1NC(=S)NC(=O)CCCOc1ccc(Cl)cc1Cl
 : 2, -1.4%
> COc1ccccc1C1C(C(=O)c2cc3ccccc3o2)=C(O)C(=O)N1CCN(C)C (configuration not stated)
 : ·, -1.0%
> O=C(c1ccco1)[C@@H]1[C@@H]2C(=O)N(c3ccc(Br)cc3)C(=O)[C@@H]2C2c3ccccc3C=CN21 (some centres not stated)
 : ·, 5.7%
> Cn1c(=O)n(CCc2ccccc2)c(=O)c2c1nc1n2CCN1Cc1ccco1
 : ·, 3.8%
> CN(Cc1ccccc1)C(=O)CN1C(=O)C2C3C=CC(C3)C2C1=O (configuration not stated)
 : 10, 3.3%
> CSc1cccc(NC(=O)c2ccccn2)c1
 : ·, 5.0%
> CC(/C=C1\SC(=S)N(C(C(=O)O)c2ccccc2)C1=O)=C\c1ccccc1 (configuration not stated)
 : 11, 2.6%
> Cc1cc(-c2onc(C)c2C(N)=O)no1
 : 8, 3.0%
> COc1ccc(C(=O)N2CCN(c3cccc(Cl)c3)CC2)cc1
 : ·, -1.3%
> COc1ccc(-c2ccc(OC)c([C@H]3[C@H]4C=CC[C@@H](C)[C@@H]4C(=O)N3Cc3ccccc3)c2)cc1C
 : ·, 1.4%
> O=C(CSc1nnc(-c2ccco2)o1)c1ccc[nH]1
 : 36, 2.9%
> O=C(N/N=C/c1oc(O)c2ccccc12)c1ccccc1
 : 1, -5.2%
> COc1ccc(OC)c(NC(=O)c2cccnc2Sc2ccccc2)c1
 : 34, -6.5%
> Nc1nc(SCC(=O)Nc2ccc3c(c2)OCO3)n[nH]1
 : 7, 0.5%
> O=C(CN1CCCCCC1=O)N1CCN(S(=O)(=O)c2cccs2)CC1
 : ·, 6.1%
> Cc1cccc(NC(=O)NNC(=O)c2sccc2-n2cccc2)c1
 : -12, -1.6%
> Cc1cc(C(F)(F)F)c(C#N)c(SCC(=O)Nc2nc3cc(Br)ccc3s2)n1
 : 8, 1.9%
> O=C(Nc1ccc(F)cc1)c1nc2c(nnn2Cc2cccc3ccccc23)c(=O)[nH]1
 : 2, 1.7%
> C/C(=N\NC(=O)c1ccccc1)c1ccc(N2CCOCC2)cc1
 : 6, 3.9%
> COc1ccc(Cc2noc(CN(C)CCN3CCc4ccccc4C3)n2)cc1OC
 : 3, 1.6%
> COc1cc(OC)c(NC(=O)CC(C)=O)cc1Cl
 : ·, 0.5%
> CCCOc1ccc(C(=O)OCC(=O)c2c(N)n(C)c(=O)n(C)c2=O)cc1OC
 : -2, 3.3%
> COc1ccc2sc(N(CCN(C)C)C(=O)c3cc(Cl)sc3Cl)nc2c1
 : 3, 2.6%
> CC(=O)c1oc2ccccc2c1NC(=O)COC(=O)c1ccc(-n2nc(C)cc2C)cc1
 : ·, 5.4%
> CCOC(=O)c1ccc(Oc2cn[nH]c2-c2ccc(O)cc2O)cc1
 : ·, 4.3%
> CCn1cc(Cl)c(C(=O)Nc2cccc(C(F)(F)F)c2)n1
 : -9, 9.1%
> Cc1cc(NC(=O)COC(=O)COc2ccc(C(=O)c3ccccc3)cc2)no1
 : -5, -5.0%
> Cc1ccc(NC2c3ccccc3C(=O)N2CCN2CCOCC2)cc1 (configuration not stated)
 : 6, -3.0%
> O=C(/C=C/c1ccco1)NC(=S)Nc1ccccc1N1CCCC1
 : 7, -1.6%
> O=C(CN1CCN(c2ccc(F)cc2)CC1)N1CCC(Cc2ccccc2)CC1
 : ·, -0.5%
> Cc1c(C(=O)N/N=C/c2ccc(O)c(Br)c2)sc(N)c1C#N
 : -9, 7.7%
> O=C1CC(c2ccccc2)n2nc(NC(=O)c3ccccc3)nc2N1 (configuration not stated)
 : ·, 3.9%
> CCN(CC)CCN1C(=O)C(=O)/C(=C(/O)c2c(C)[nH]c(C(=O)OC)c2C)C1c1ccc(C)o1 (configuration not stated)
 : -4, 0.3%
> CCNC(=S)N1CCN(S(=O)(=O)c2ccccc2C(F)(F)F)CC1
 : 3, -3.0%
> CCc1cc2cc(OC)ccc2nc1SCC(=O)NNC(=O)c1ccco1
 : ·, 2.9%
> N/C(COc1ccc(Cl)cc1Cl)=N\O
 : -10, -6.5%
> CCOC(=O)c1oc2ccccc2c1NC(=O)C1CCCCC1
 : 11, 1.1%
> O=c1[nH][nH]c(-c2ccccc2)c1C=Nc1ccc(Cl)cc1
 : 2, -2.1%
> CC1CCc2c(sc3ncnc(SCC(=O)N4CCN(C(=O)c5ccco5)CC4)c23)C1 (configuration not stated)
 : ·, -8.1%
> O=C(CN1CCC(n2nnc3cc(F)ccc32)CC1)NC1CCCCC1
 : 20, 1.5%
> Cc1cc(C)n(C)c(=O)c1C#N
 : 8, 5.9%
> O=C(OCn1nnc2ccccc2c1=O)c1ccc2ccccc2n1
 : 1, 5.3%
> O=C(CSc1ccc(Cl)cc1)Nc1cccc(-c2nc3ccccc3[nH]2)c1
 : -9, -4.2%

Other structures
Each structure is followed by: Mtb RmlCD inh, GlmU inhibition
> COCCNC(=O)c1ccccc1NC(=O)COc1ccccc1
 : ·, 1.8%
> CC(C)N1CCC(N2CCN(Cc3ccc4nsnc4c3)CC2CCO)CC1 (configuration not stated)
 : ·, -6.9%
> O=C(CS(=O)(=O)Cc1ccccc1)Nc1ccccc1Cl
 : 7, -1.6%
> CCOC(=O)c1c(C)[nH]c(C(=O)N/N=C/c2cccc(OC)c2)c1C
 : 9, -2.2%
> CCOCCCNC(=O)c1ccc(-n2c(=S)[nH]c3ccccc3c2=O)cc1
 : 21, -8.2%
> CCCCC(=O)Nc1nnc(C2=COCCO2)o1
 : -12, 2.0%
